# Compound activity (PubChem BioAssay)
# SIRT5 inh: inhibitors of human sirtuin-5 desuccinylase | Q9NXA8 | Purified SirT5, succinyl-peptide AMC, trypsin-coupled fluorescence | inhibition, % at 15 µM | hit rate 1.1% among 330,000 | AID 652115; in the data active = inhibition above about 15%; inconclusive = no clear call, values can overlap the other calls
# Target sequence (Q9NXA8 whole entry, looked up): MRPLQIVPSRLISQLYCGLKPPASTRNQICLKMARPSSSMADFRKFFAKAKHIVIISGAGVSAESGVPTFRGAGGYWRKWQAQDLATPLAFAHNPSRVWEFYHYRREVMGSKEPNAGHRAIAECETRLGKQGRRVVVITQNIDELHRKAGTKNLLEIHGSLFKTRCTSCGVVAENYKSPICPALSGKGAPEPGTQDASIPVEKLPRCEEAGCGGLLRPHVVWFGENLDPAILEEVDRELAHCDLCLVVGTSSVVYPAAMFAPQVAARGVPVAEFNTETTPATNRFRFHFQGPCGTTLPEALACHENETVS
# ERp5 inh: blocks human ERp5 reductase activity on insulin. AID 651711. Q15084. hit rate 0.05% among 350,000. inhibition, % at 9.99 µM. ERp5 insulin aggregation, absorbance 650 nm, 90 min;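 active = mean replicate inhibition above about 25%, with every replicate also reaching it, limit read from the data, passing the limit was not always enough; inconclusive = only one of those two criteria met; inactive = neither criterion met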
# Target sequence (Q15084 whole entry, looked up): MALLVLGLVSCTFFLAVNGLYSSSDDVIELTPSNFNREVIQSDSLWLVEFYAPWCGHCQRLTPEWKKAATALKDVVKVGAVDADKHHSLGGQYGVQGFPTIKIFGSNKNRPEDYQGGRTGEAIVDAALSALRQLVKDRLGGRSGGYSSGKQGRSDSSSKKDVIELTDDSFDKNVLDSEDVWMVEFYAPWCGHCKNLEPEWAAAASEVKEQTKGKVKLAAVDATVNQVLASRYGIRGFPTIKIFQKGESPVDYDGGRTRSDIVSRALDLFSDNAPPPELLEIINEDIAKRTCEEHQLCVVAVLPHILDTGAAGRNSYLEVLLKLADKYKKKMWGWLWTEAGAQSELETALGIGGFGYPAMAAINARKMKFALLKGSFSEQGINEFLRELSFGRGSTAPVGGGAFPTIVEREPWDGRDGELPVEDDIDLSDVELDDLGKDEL
# Casp6 inh: inhibitors of human caspase-6. P55212. purified caspase-6, Z-VEID-R110 cleavage fluorescence. inhibition, % at 12.5 µM. hit rate 0.53% among 350,000;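 active = mean inhibition across replicates at least about 35%, with every replicate also reaching that limit, limit read from the data; inconclusive = only one of the two criteria met; inactive = neither criterion met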;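 note: 0% = median of neutral control wells and 100% = no fluorescence left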
# Target sequence (P55212 24-179 limits assumed): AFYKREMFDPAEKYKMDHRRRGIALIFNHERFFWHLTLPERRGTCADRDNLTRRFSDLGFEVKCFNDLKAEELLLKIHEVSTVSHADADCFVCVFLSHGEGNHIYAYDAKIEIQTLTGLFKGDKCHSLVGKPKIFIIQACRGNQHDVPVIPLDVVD
# Target sequence (P55212 194-293 limits assumed): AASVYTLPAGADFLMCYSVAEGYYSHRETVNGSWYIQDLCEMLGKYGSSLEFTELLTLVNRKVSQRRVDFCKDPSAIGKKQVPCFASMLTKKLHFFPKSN
# CFTR F508del cor: CFTR F508del correction in bronchial cells; CFBE cells, YFP halide quenching; stimulated with forskolin plus potentiator P3; % fluorescence drop versus neutral controls; activity (quench increase), % at 7.58 µM; hit rate 0.36% among 350,000; AID 720511;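 active = mean added fluorescence quench of at least 8% versus neutral control, with both replicates also reaching 8%; inconclusive = only one of the mean or replicate conditions met; inactive = mean below 8% and not both replicates reaching 8%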;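 note: cells transiently co-express mutant CFTR-F508del with the halide-sensitive YFP; corrector assay measuring rescue of mutant channel to the surface after 24 h compound exposure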
# ERAP1 HTS inh: inhibitors of human ERAP1 aminopeptidase; hit rate 0.15% among 340,000; recombinant ERAP1, Leu-AMC fluorescence, 60 min; inhibition, % at 10.7 µM; Q9NZ08; AID 652197;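 active = mean replicate inhibition of at least 30%, or all replicates individually reaching that 30% level; inactive = mean below 30% and not every replicate reaching it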;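 note: 0% = neutral control wells and 100% = L-leucinethiol positive control wells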
# miR-122 sensor: miR-122 inhibition in Huh7 cells. Huh7 miR-122 Renilla luciferase sensor, 48 h; neutral wells = 0, positive control = 100. activation (reporter increase), % at 12.5 µM. hit rate 0.3% among 340,000;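 active = mean replicate activation score at least 90 and every replicate individually at or above 90; inconclusive = only one of the two criteria met; inactive = neither criterion met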;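 note: higher luciferase means less miR-122 activity so hits act as miR-122 inhibitors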
# DENV2 CPE rescue: protects cells from dengue virus 2 cytopathic effect | DENV2-infected cells, cytopathic effect rescue, plate reader | CPE inhibition, % at 9.99 µM | hit rate 1.7% among 350,000; in the data active = CPE inhibition above about 20%, passing the limit was not always enough; inconclusive = no clear call, values can overlap the other calls; tested in BHK-21 cells;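 note: 0% = median of neutral control wells and 100% = median of positive control wells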
# Starred values were filed as active, the others as inactive; u = inconclusive; x = not tested or not shown; [ ] = another dose, or the depositor's remark. This is a random part of the collection; 4% or so of the library scored in one or more.
SMILES,SIRT5 inh,ERp5 inh,Casp6 inh,CFTR F508del cor,ERAP1 HTS inh,miR-122 sensor,DENV2 CPE rescue
CN1CCN(S(=O)(=O)c2cccc(C(=O)N(C)Cc3cccs3)c2)CC1,4,10,3,0.5,3,-7,3
Cc1ccc(N2CC(NS(=O)(=O)c3cccs3)CC2=O)cc1C (configuration not stated),-1,-3,0,0.2,-1,1,-2
COc1ccc(S(=O)(=O)NCC2CC3C=CC2C3)cc1OC (configuration not stated),0,1,-3,3.0,0,x,4
C[C@@H]1CN([C@H](C)CO)C(=O)c2c(c3ccccc3n2C)-c2ccccc2CO[C@H]1CN(C)Cc1cccc(C(=O)O)c1,-1,0,1,-2.5,-1,-2,4
Cc1nn2c(Nc3ccccc3)c3c(nc2c1-c1ccccc1)CCC3,-5,2,1,x,10,-2,x
CN(C)C(=O)[C@H]1[C@H](CO)[C@H]2Cn3c(ccc(-c4cccnc4)c3=O)[C@@H]1N2C(=O)NC1CCCC1,-29,2,2,0.0,0,-2[16.7 µM],u
CN(C)/C=C1\C(=O)ON=C1c1ccccc1,0,3,3,0.7,11,x,-4
CCOc1ccc(CC(=O)NNC(=O)/C=C/C(=O)O)cc1,1,2,1,-0.2,-1,-5,-8
COc1ccc(C(=O)N(c2ccc(OC)cc2)S(=O)(=O)c2cccs2)cc1,0,12,2,x,2,x,-2
O=C(NCC1CCCO1)c1ccc(Br)c(S(=O)(=O)N2CCOCC2)c1 (configuration not stated),-3,-1,2,2.3,-2,x,18
C[C@@H]1CCCCO[C@@H](CN(C)C(=O)CCCN(C)C)[C@H](C)CN([C@@H](C)CO)C(=O)c2cc(NC(=O)Cc3ccccc3)ccc2O1,-1,-2,-2,-1.4,2,-3[16.7 µM],-7
CCCN(CC(=O)Nc1ccccc1C)C(=O)/C=C/c1ccc(OC)c(OC)c1,x,3,3,-1.6,2,2,-6
COc1ccc(S(=O)(=O)Nc2ccc3c(c2)C(=O)N([C@@H](C)CO)C[C@@H](C)[C@H](CN(C)Cc2ccccc2)O3)cc1,-3,2,x,0.0,-1,9[16.7 µM],1
C[C@@H]1CN([C@H](C)CO)C(=O)c2cc(NC(=O)c3ccncc3)ccc2O[C@@H](C)CCCCO[C@@H]1CN(C)Cc1ccc(C(F)(F)F)cc1,11,0,-4,-0.3,-2,-5[16.7 µM],2
COc1ccc(C(=O)OCC(=O)c2ccc(S(=O)(=O)N3CCCCC3)cc2)c(OC)c1,-1,-2,1,0.1,2,3,u
O=C(COC(=O)c1ccc(Cl)c(S(=O)(=O)N2CCCCC2)c1)NCCc1ccccc1,-4,11,3,-1.7,3,-1,18
CCCCCN(C(=O)CCC(=O)OCc1cccc(C(F)(F)F)c1)c1c(N)n(CCCC)c(=O)[nH]c1=O,0,2,2,2.3,-3,-3,-7
Cc1noc(C)c1S(=O)(=O)Nc1ccc2c(c1)C(=O)N([C@@H](C)CO)C[C@@H](C)[C@@H](CN(C)C(=O)Nc1cccc3ccccc13)OCCCC[C@H](C)O2,1,-10,1,-4.9,3,-6[16.7 µM],-2
C[C@H](CO)N1C[C@H](C)[C@H](CN(C)Cc2ccccc2)Oc2ccc(NC(=O)Nc3ccccc3)cc2C1=O,2,11,-1,0.1,-3,0[16.7 µM],-1
COC(=O)c1c(-c2ccc(OC)cc2)c2c(c3c4cc(OC)ccc4n(C(=O)c4ccccc4)c13)C(=O)N(C)C2,x,0,-2,-3.2,-2,x,-4
Cc1cc(-c2onc3ccc(Cl)cc23)ccc1O,-1,-1,4,4.0,-1,4,3
O=C(Nc1ccc2c(c1)[C@@H]1C[C@H](CC(=O)N3CCCCC3)O[C@@H](CO)[C@@H]1O2)NC1CCCC1,0,3,4,-1.7,-1,-1[16.7 µM],2
CN(C(=O)COC(=O)c1cc(F)c(F)cc1Cl)c1ccccc1,-2,-1,-1,-1.9,0,-1,3
O=C(O)c1cc(N/N=C/c2ccc(-c3ccc(F)cc3)o2)ccc1Cl,7,-1,24,1.1,20,-2,-8
Cc1nc2c(-c3ccccc3)c(C)[nH]n2c(=O)c1Cc1ccccc1,-1,-3,-4,-1.0,-3,1,-1
CCSC1=NCCN1C(=O)Cc1ccc(-c2ccccc2)cc1,5,1,-6,2.1,0,x,3
Cc1csc(SCC(=O)Nc2oc(C)c3c(C)n[nH]c(=O)c23)n1,1,-4,2,2.8,1,x,-8
CCCCOc1ccc(/C=C/C(=O)OCC(=O)N2CC(=O)Nc3ccccc32)cc1OCC,17*,-4,5,-5.7,1,x,7
O=C(O/N=C1\CCCc2ccccc21)C1CC1,-4,1,1,1.2,-5,-2,-15
CN(CCCC1CCCC1)C(=O)CC1C(=O)NCCN1Cc1cccc(F)c1F (configuration not stated),1,1,3,1.4,-2,0,17

# Reformatted with values under each structure: part of the list above.
# Values run as follows: SIRT5 inh	ERp5 inh	Casp6 inh	CFTR F508del cor	ERAP1 HTS inh	miR-122 sensor	DENV2 CPE rescue
> CN(C)C(=O)[C@H]1[C@H](CO)[C@H]2Cn3c(ccc(-c4cccnc4)c3=O)[C@@H]1N2C(=O)NC1CCCC1
→ -29	2	2	0.0	0	-2[16.7 µM]	u
> Cc1nc2c(-c3ccccc3)c(C)[nH]n2c(=O)c1Cc1ccccc1
→ -1	-3	-4	-1.0	-3	1	-1
> CCSC1=NCCN1C(=O)Cc1ccc(-c2ccccc2)cc1
→ 5	1	-6	2.1	0	x	3
> COc1ccc(S(=O)(=O)NCC2CC3C=CC2C3)cc1OC (configuration not stated)
→ 0	1	-3	3.0	0	x	4
> CN1CCN(S(=O)(=O)c2cccc(C(=O)N(C)Cc3cccs3)c2)CC1
→ 4	10	3	0.5	3	-7	3
> CN(CCCC1CCCC1)C(=O)CC1C(=O)NCCN1Cc1cccc(F)c1F (configuration not stated)
→ 1	1	3	1.4	-2	0	17
> CCCCCN(C(=O)CCC(=O)OCc1cccc(C(F)(F)F)c1)c1c(N)n(CCCC)c(=O)[nH]c1=O
→ 0	2	2	2.3	-3	-3	-7

# Following part:
SMILES,SIRT5 inh,ERp5 inh,Casp6 inh,CFTR F508del cor,ERAP1 HTS inh,miR-122 sensor,DENV2 CPE rescue
COCc1cc(C)nc(OC)c1C(N)=O,0,-1,-1,-1.5,1,x,x
CCOC(=O)c1sc2nc(Cc3ccc(Cl)cc3)[nH]c(=S)c2c1C,-8,11,1,12*,6,x,-4
CS(=O)(=O)N1CC2(C1)[C@H](c1ccccc1)[C@H](CO)N2Cc1ccc(F)cc1,1,5,0,1.0,0,x,-1
COC(=O)c1c(Cc2ccccc2Cl)c[nH]c1C,-4,-1,0,-1.1,3,-3,-4
CCC(CC)C(=O)N1N=C(c2ccc(NS(C)(=O)=O)cc2)CC1c1ccc(C)cc1 (configuration not stated),x,-1,6,-1.0,-3,x,3
O=C(C[C@@H]1C[C@H]2c3cc(NC(=O)c4cccnc4)ccc3O[C@H]2[C@@H](CO)O1)NCCc1ccccc1,0,0,-3,1.8,0,-3[16.7 µM],5
C[C@@H]1CN([C@H](C)CO)C(=O)c2ccccc2-c2ccccc2CO[C@@H]1CN(C)Cc1ccc(C(F)(F)F)cc1,5,0,-1,1.8,-9,x,0
O=C(O)C1CCN(C(=O)c2ccc(S(=O)(=O)N3CCCCCC3)cc2)CC1,x,3,-2,-0.5,-1,-3,6
COc1ccc(NC(=O)CNc2ccc(C#N)cc2)cc1,0,6,0,1.9,3,x,-4
COc1ccc(/C=C(\NC(=O)c2ccccc2)C(=O)N2CCN(C)CC2)cc1,-2,0,3,-0.6,4,x,7
CCCNC(=O)C[C@H]1C[C@@H]2c3cc(NC(=O)c4cccnc4)ccc3O[C@@H]2[C@@H](CO)O1,x,x,x,-1.9,x,0[16.7 µM],0
C[C@@H]1CCCCO[C@@H](CN(C)Cc2ccc(C(=O)O)cc2)[C@H](C)CN([C@@H](C)CO)C(=O)c2cc(NS(=O)(=O)c3ccc(F)cc3)ccc2O1,0,3,-1,-1.1,-2,5[16.7 µM],u
CC(C)(C)n1nc2c(c1NC(=O)c1ccc([N+](=O)[O-])cc1)CS(=O)(=O)C2,0,2,2,-0.9,-6,0,10
O=C(CC(c1ccccc1)c1cc(Cl)ccc1O)NCCN1CCOCC1 (configuration not stated),-1,3,-6,-0.6,-3,2,1
O=C(Cc1ccc([N+](=O)[O-])cc1)N1CCCCCC1,0,-6,-1,-0.5,-7,x,5
COc1ccc(CN(C)C(=O)c2ccc(NS(=O)(=O)c3ccc(C)c([N+](=O)[O-])c3)cc2)c(OC)c1OC,11,-2,2,-1.2,0,0,4
COc1ccc2c(-c3ccccc3)cc3nnnn3c2c1,0,1,-3,1.0,1,-1,6
Cc1noc(NS(=O)(=O)c2ccc(NC(=O)C(F)(F)C(F)(F)C(F)(F)F)cc2)c1C,-5,2,-3,-1.1,x,-2,3
Cc1ccc(C)c(N(C(=O)CNC(=O)c2ccco2)C(C(=O)NC2CCCCC2)c2cccnc2)c1 (configuration not stated),-4,2,-3,-1.4,-4,-3,-2
CC(=C/c1ccccc1)/C=N/n1c(-c2ccco2)n[nH]c1=S,-3,-1,1,x,0,-3,x
O=C(Nc1ccc(F)c(Cl)c1)c1ccc2c(c1)OCO2,-5,5,-2,2.0,5,x,0
CCc1nc(N2CCC3(CC2)OCCO3)c2nnn(Cc3ccccc3)c2n1,0,3,0,0.6,3,11,-5
COc1cc(S(=O)(=O)Nc2ccc(C)cc2)ccc1NC(=O)c1ccncc1,0,-3,7,x,-2,x,8
C[C@H](NC(=O)C[C@@H]1CC[C@@H](NC(=O)c2cccnc2)[C@@H](CO)O1)c1ccccc1,4,1,1,1.0,-1,-5[16.7 µM],-2
C[C@H](CO)N1C[C@H](C)[C@H](CN(C)C(=O)Nc2ccc(C(F)(F)F)cc2)OCCCC[C@H](C)Oc2ccc(NS(=O)(=O)c3ccccc3)cc2C1=O,0,-3,1,-0.8,-7,17[16.7 µM],41*
CC(=O)OCC(=O)C1(O)CCC2C3CCC4=CC(=O)C=CC4(C)C3C(=O)CC21C (configuration not stated),0,-8,-2,-1.3,1,86,u
COc1ccc(S(=O)(=O)N2CCN(CC(=O)N3CCc4ccccc4C3)CC2)cc1OC,-6,0,0,2.1,-3,-8,2
COc1cc(C(=O)NNC(=O)COc2ccccc2Cl)ccc1OCC(=O)N1CCOCC1,1,-6,-1,-1.4,0,x,6
c1ccc(-c2ccc(C3=Nn4c(nnc4-c4cccs4)SC3)cc2)cc1,-5,6,1,0.0,2,-1,-5
O=C(C1CCC1)N1CC2(C1)[C@H](c1ccccc1)[C@@H](CO)N2C(=O)CC1CC1,-2,1,-3,0.3,2,x,-4

# An excerpt from further up, for reference:
SMILES,SIRT5 inh,ERp5 inh,Casp6 inh,CFTR F508del cor,ERAP1 HTS inh,miR-122 sensor,DENV2 CPE rescue
c1ccc(-c2ccc(C3=Nn4c(nnc4-c4cccs4)SC3)cc2)cc1,-5,6,1,0.0,2,-1,-5
O=C(C1CCC1)N1CC2(C1)[C@H](c1ccccc1)[C@@H](CO)N2C(=O)CC1CC1,-2,1,-3,0.3,2,x,-4

# The list continues:
SMILES,SIRT5 inh,ERp5 inh,Casp6 inh,CFTR F508del cor,ERAP1 HTS inh,miR-122 sensor,DENV2 CPE rescue
O=C(Cc1ccsc1)N1CCN(S(=O)(=O)c2cc(C(F)(F)F)cc(C(F)(F)F)c2)CC1,0,2,4,0.7,2,x,-8
O=C(O)C1CCCCC1C(=O)Nc1ccc(F)c(F)c1 (configuration not stated),1,-2,-1,x,0,-2,2
COc1ccc(C(=O)NCC(=O)OCC(=O)c2cc(OC)c(OC)c(OC)c2)cc1OC,-4,-7,-2,-1.7,-1,x,-3
O=C(CNC(=O)c1cccc(Br)c1)N/N=C/c1cccnc1,-3,-10,1,1.0,-5,-5,0
CCN(CCCCCN(C)C)Cc1cc2ccccc2o1,2,2,-30,0.4,1,-14,-4
